PAX8 reporter: PAX8 transcriptional activity inhibition; AID 652154; inhibition, % at 12.6 µM; RMG-I TPO-luciferase reporter, SteadyGlo, 24 h; 360,000 compounds, 1.2% hits;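 active means mean replicate inhibition at least 60% with every replicate also reaching 60%; inconclusive means only one of the two criteria is met; inactive means mean below 60% and not all replicates reaching 60%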;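 further: luciferase light reporting Pax8 driven TPO promoter activity; plate controls were median of neutral control wells for no effect and mitoxantrone controls for full effect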
FN deposition inh: fibronectin deposition inhibition; AH1F fibroblasts, Alexa488-fibronectin deposition fluorescence, overnight; inhibition, % at 12.6 µM; 350,000 compounds, 0.086% hits; AID 743247;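 active means mean inhibition across replicates of 30% or more, regardless of how many single replicates reach that level; inconclusive means mean under 30% yet at least half of replicates reach 30%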;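 further: positive control wells lacked labelled fibronectin entirely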
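Schedule: 1 h cell adhesion before compound, then overnight fibronectin incubation; test system: AH1F fibroblast monolayer depositing Alexa488-labelled fibronectin into matrix; quantity: 10000 AH1F cells per well; probe or stimulus: fluorescent fibronectin at 24 nM final; signal: fluorescence, ex 485 nm, em 525 nm; evaluation: percent inhibition as loss of matrix-bound fibronectin fluorescence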
LGR2 antag: inhibitors of bursicon-induced Drosophila LGR2 receptor cAMP signaling. HEK293 LGR2, CRE-luciferase, bursicon-stimulated, 4 h. inhibition, % at 9.99 µM. 380,000 compounds, 0.35% hits. AID 720647;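 active means drop in luminescence signal, shown as inhibition above about 50% in the replicate tests, limit read from the data, passing the limit was not always enough; inconclusive means probably only some replicates passing the limit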;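 further: agonist challenge used bursicon conditioned medium at about half maximal strength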
CASP6 VEID inh: blocks human caspase-6 cleavage activity. P55212. purified caspase-6, Z-VEID-R110 cleavage fluorescence. inhibition, % at 12.5 µM. 350,000 compounds, 0.53% hits;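 active means mean inhibition across replicates at least about 35%, with every replicate also reaching that limit, limit read from the data; inconclusive means only one of the two criteria met; inactive means neither criterion met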;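 further: 0% = median of neutral control wells and 100% = no fluorescence left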
Target sequence (P55212 24-179 limits assumed): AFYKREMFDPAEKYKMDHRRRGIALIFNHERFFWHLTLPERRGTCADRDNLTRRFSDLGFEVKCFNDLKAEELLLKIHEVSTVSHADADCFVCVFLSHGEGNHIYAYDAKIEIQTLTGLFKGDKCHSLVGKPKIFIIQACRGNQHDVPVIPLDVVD
Target sequence (P55212 194-293 limits assumed): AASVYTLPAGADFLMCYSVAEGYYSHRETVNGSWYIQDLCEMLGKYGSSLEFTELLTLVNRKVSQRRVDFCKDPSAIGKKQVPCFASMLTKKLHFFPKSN
miR-122 sensor: blocks miR-122 activity in Huh7 sensor cells; Huh7 miR-122 Renilla luciferase sensor, 48 h; neutral wells = 0, positive control = 100; activation (reporter increase), % at 12.5 µM; 340,000 compounds, 0.3% hits;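 active means mean replicate activation score at least 90 and every replicate individually at or above 90; inconclusive means only one of the two criteria met; inactive means neither criterion met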;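 further: higher luciferase means less miR-122 activity so hits act as miR-122 inhibitors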
PGC1a acetyl inh: lowers PGC1a acetylation signal in U2OS cells | 350,000 compounds, 0.17% hits | inhibition, % at 15.6 µM | AlphaScreen anti-acetyl-lysine; with virally co-expressed GCN5 acetyltransferase;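 active means every replicate shows inhibition of at least 40%; inconclusive means mean inhibition at least 40% but some replicate below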;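 further: 0% = neutral control wells and 100% = positive control wells; some results beyond the cut were filed as inactive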
Cneo AK release: causes C. neoformans cell lysis. AID 651654. 360,000 compounds, 0.2% hits. adenylate kinase release luminescence, 4 h; normalised: neutral wells 0, clomiphene wells 100. lysis activity, % at 15 µM;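 active means mean lysis activity across replicates of at least 80%, whatever share of replicates individually reach that level; inactive means mean lysis activity below 80%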
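Material – log-phase Cryptococcus neoformans yeast cells · Input – 5 × 10^6 yeast cells/mL · Medium – fresh YPD growth medium · Doses – single compound concentration per well · Timing – static 4 h at 37 °C with compound, 1 h detection · Detection – adenylate kinase release luminescence · Read-out – signal increase indicating cell lysis · Control set – Clomiphene as positive lysis control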
EWS-Fli block: EWS/Fli transcriptional activity inhibition. A673 NR0B1-luciferase reporter, viability-normalised. inhibition, % at 12.6 µM. 350,000 compounds, 0.67% hits;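 active means mean inhibition of at least 50% after viability correction, with every replicate also passing that limit; inconclusive means mean reaches 50% but only one of two replicates passes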;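 further: firefly luciferase signal divided by Alamar Blue viability fluorescence both relative to DMSO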
* hit, by the source's call; ? = inconclusive; · = no result given; & = joins results of further samples; [ ] = another dose, or the depositor's remark.

SMILES	PAX8 reporter	FN deposition inh	LGR2 antag	CASP6 VEID inh	miR-122 sensor	PGC1a acetyl inh	Cneo AK release	EWS-Fli block
C[C@@H]1CN([C@H](C)CO)C(=O)c2cc(-c3ccccc3)cnc2O[C@@H]1CN(C)C(=O)C1CCOCC1	-9	-5	7&-17	-2&0&3	2	-3&7&2	0&1&0	1&-6&-9
O=C(c1cc([N+](=O)[O-])cc([N+](=O)[O-])c1)N1CCCc2ccccc21	27	-2	-24	-1	·	-3	·	-1
COc1cc(C(C(=O)NC2CCCC2)N(C(=O)c2ccco2)c2ccccc2C(C)=O)cc(OC)c1OC (stereo unspecified)	15	0	15	3	-3	-2	1	-2
CCS(=O)(=O)Nc1cccc(C2=NN(S(C)(=O)=O)C(c3cccs3)C2)c1 (stereo unspecified)	-23	8	-7	3	3	-4	1	·
CCOC(=O)C1=C(COC(=O)Cc2ccccc2[N+](=O)[O-])NC(=O)NC1C (stereo unspecified)	3	-13	-6	4	-2	5	0	11
CCCNC(=O)Nc1ccc2c(c1)C(=O)N(C)C[C@@H](OC)[C@@H](C)CN(Cc1ccccn1)[C@@H](C)CO2	-1	1	2	·	-3[16.7 µM]	9	1	0
O=C(NC1CC(=O)N(c2ccc(F)cc2)C1)N1CCN(C(=O)c2ccco2)CC1 (stereo unspecified)	-2	-6	7	0	·	·	-1	-7
Cc1ccc(C2/C(=C(\O)c3ccc4c(c3)OCCO4)C(=O)C(=O)N2CC2CCCO2)cc1 (stereo unspecified)	-10	2	-12	-2	·	·	-2	-5
COc1ccc(NC(=O)N[C@H]2CC[C@@H](CC(=O)NCc3ccccn3)O[C@H]2CO)cc1	21	·	-3	3	4[16.7 µM]	-1	-3	-64
O=C(CNc1cccc(Cl)c1)NNC(=S)NCc1ccccc1	7	8	18	2	-2	2	8	12
COc1ccc(-c2oc3ccc(-c4ccc5c(c4)OCO5)cc3c2C#CC2(O)CCCCC2)cc1	12	-22	6	1	2	-6	13	37
CCN(C(=O)CSc1nnc(SC)s1)c1c(N)n(Cc2ccccc2)c(=O)[nH]c1=O	1	8	-3	2	-4	1	3	-7
Cn1c(C(=O)N2CCN(c3ccc(F)cc3)CC2)cc2ccccc21	-13	2	-7	-2	-3	-6	1	14
COCCNC(=O)/C(C#N)=C/c1ccc(O)c([N+](=O)[O-])c1	10	0	4	0	·	·	·	1
CCN1/C(=C/c2sc(-c3ccccc3C)c[n+]2C)Sc2ccccc21	98*	-7	29	0	·	·	·	65*
C[C@@H]1CN([C@H](C)CO)C(=O)c2cc(-c3ccc(C#N)cc3)cnc2O[C@H]1CN(C)C(=O)c1ccccc1	-1	1&1	10&2	5&-3&-4	-5	5&-1&0	1&5&6	-1&-2&-22
CCCc1ccc(Oc2c(-c3ccc(O)c(C)c3O)n[nH]c2C)cc1	-6	3	·	·	-4	-3	0	·
O=C(Nc1ccc(F)cc1)N1C[C@@H]2N[C@H](C1)C2c1ccc(-c2cccnc2)cc1 (stereo partly specified)	1&6	-6&-12	5&20	-1&1	·	4&3	·	-8&4
Cn1c(N)c(C(=O)CCl)c(=O)n(Cc2ccccc2)c1=O	-50	13	-2	-1	·	·	2	2
Cc1ccc(C(C(=O)NC2CCCC2)N(Cc2ccc(F)cc2)C(=O)c2snc(C(N)=O)c2N)o1 (stereo unspecified)	4	1	-6	-2	·	·	-2	13
CCOC(=O)NC1CCc2cc(OC)c(OC)c(OC)c2-c2ccc(SC)c(=O)cc21 (stereo unspecified)	83*	-35	-17	5	·	·	·	35
COc1ccc2cc3cc(C(=O)NCCC(C)C)oc3nc2c1	-15	1	-14	-3	·	7	2	-25
O=C(NCC1CCN(C(=O)C(=O)c2cccs2)CC1)c1ccc2c(c1)CCO2	0	13	4	-1	·	·	·	-3
CCOC(=O)N1CCN(Cc2nc(Cc3cccc(F)c3)no2)CC1	-6	-6	·	-3	·	-2	2	-11
Cc1nc(C(C)NC(=O)c2cc(COc3ccc(C)c(C)c3)on2)c(C)s1 (stereo unspecified)	-177	0	-67	1	3	·	-1	·
COCC(=O)Nc1ccc2c(c1)C(=O)N(C)[C@H]1CC[C@@H](CC(=O)NC3CCCC3)O[C@H]1CO2	-18	-12	-13	·	-33[16.7 µM]	-9	-3	3
CS(=O)(=O)c1ccc(-c2nnc(NC(=O)c3cccc(N4C(=O)CCC4=O)c3)o2)cc1	-4	-1	1	14	·	·	·	1
COC(=O)COc1ccccc1C(N)=O	·	0	7	-2	-12	·	-2	·
Cc1c(C(=O)NCc2ccco2)sc2nc(-c3ccccc3)cn12	-142	6	-59	-2	-1	·	-3	-70
COc1ccc(C2=CC(=O)C[C@H](c3ccc(F)cc3)C2)cc1F	37	-10	1	-3	8	-10	-6	-2
O=C(Cn1cncn1)N/N=C/c1cccnc1	-13	-5	-2	-4	·	2	4	-4
O=C(C[C@@H]1C=C[C@@H](NC(=O)c2ccc3c(c2)OCO3)[C@H](CO)O1)NCc1ccc(Oc2ccccc2)cc1	25	·	6	-1	·	6	41	12
CCOn1c(-n2nc(C)cc2C)nc2ccccc2c1=O	1	·	·	·	-1	-2	3	·
O=C(Nc1ccccc1)Nc1cc(OCC(F)(F)F)cc(OCC(F)(F)F)c1	95*	5	30	-2	·	·	·	44
O=C(/C(=C(/[O-])c1ccccc1)[n+]1ccccc1)c1ccc([N+](=O)[O-])cc1	3	5	8	-5	29	·	-2	-7
CCOC(=O)C1CCCN(S(=O)(=O)c2ccc3c(c2)N(C(C)=O)CCO3)C1 (stereo unspecified)	-4	3	5	2	-4	1	1	1
CC(=O)Nc1cc(F)c2c(c1F)Cc1cc(F)ccc1-2	-181	·	-82	5	·	8	-1	-100
Cc1cc(NS(=O)(=O)c2ccc(NC(=O)c3ccc([N+](=O)[O-])cc3)cc2)nc(C)n1	3	·	-2	7	·	1	-1	-3
Cc1ccc(N(CC(=O)NCC2CCCO2)C(=O)CCC(=O)Nc2nccs2)cc1 (stereo unspecified)	-2	-5	16	-5	-2	·	-1	-4
Cc1c2c(cc3c1[nH]c1ccccc13)C=NCC2	28	-16	-7	-20	·	1	0	23
O=C(c1ccc(N2C(=O)c3ccccc3C2=O)cc1)N1CCCCC1	-15	2	8	0	·	·	3	-7
CC1(C)OCC(CNC(=O)c2[nH]c(C(F)(F)F)nc2-c2ccccc2)O1 (stereo unspecified)	-6	10	2	-8	1	-19	-2	2
C[C@@H]1CCCCO[C@H](CN(C)C(=O)c2ccccc2)[C@@H](C)CN([C@H](C)CO)C(=O)c2cc(NC(=O)C3CCCCC3)ccc2O1	-3	·	7	1	13[16.7 µM]	7	51	1
C[C@@H]1CN([C@@H](C)CO)C(=O)c2cc(C#CCN(C)C)cnc2O[C@@H]1CN(C)Cc1ccc(-c2ccccc2)cc1	·	·	-12	0	-10[16.7 µM]	-4	35	35
Cc1ccccc1CN1CCNC(=O)C1CC(=O)NCCC1=CCCCC1 (stereo unspecified)	10	0	3	-2	-3	2	-1	0
CC(=O)Nc1ccc(C2NC(=O)c3ccccc3O2)cc1 (stereo unspecified)	·	16	·	·	-3	1	0	·
C[C@H](CO)N1C[C@H](C)[C@@H](CN(C)C)Oc2c(NS(=O)(=O)c3ccccc3)cccc2C1=O	-8&3	-5&-2	10&-3	1&-3	29[16.7 µM]	-5&8	-3&-2	-12&-10
CC(C)c1ccc(NC(=O)C(c2ccccc2)N(Cc2ccco2)C(=O)CC2NC(=O)NC2=O)cc1 (stereo unspecified)	7	-1	-11	5	·	·	·	0
COc1ccc(S(=O)(=O)NC(CC(=O)N2CCc3ccccc32)c2ccco2)cc1 (stereo unspecified)	·	·	20	·	60	-2	-3	·
CN(c1ccccc1)S(=O)(=O)c1ccc(Cl)nc1	3	-9	0	-2	2	?	·	-4

Carrying on:
SMILES	PAX8 reporter	FN deposition inh	LGR2 antag	CASP6 VEID inh	miR-122 sensor	PGC1a acetyl inh	Cneo AK release	EWS-Fli block
COc1ccc(Cn2nnnc2C(CC(C)C)N2CCC(C(N)=O)CC2)cc1 (stereo unspecified)	0	8	-4	0	·	·	·	4
N#CC(C#N)=C1c2cc(S(=O)(=O)NCCO)ccc2-c2ccc(S(=O)(=O)NCCO)cc21	4	4	13	7	-2	10	2	1
C/C(=N\NC(=O)c1ccc(O)cc1O)c1cccnc1	-11	8	20	11	-1	·	-5	-25
CCOc1ncccc1C(=O)NNC(=O)c1ccc(NS(=O)(=O)c2cccs2)cc1	31	10	7	-1	19	-14	·	16
CC[C@@]12C(=O)N(c3cccc(F)c3)C(=O)N1[C@H](c1ccc(OC)cc1)[C@@H]1C(=O)N(C(C)(C)C)C(=O)[C@@H]12	-23	-3	4	-1	·	·	-1	-4
COc1ccc(NC(=O)CCC(=O)c2cccs2)cc1Cl	23	-2	8	-2	·	-10	1	-11
O=C(Cn1[nH]c(=O)c2ccccc2c1=O)OCC(=O)c1ccc(Br)cc1	-7	6	-10	2	-6	2	-1	-1
Cc1cc2cc(CN(CC3CCCO3)C(=S)Nc3ccccc3)c(=O)[nH]c2cc1C (stereo unspecified)	7	13	-14	-1	·	·	·	31
CO[C@@H]1CN(C)C(=O)c2cc(NS(=O)(=O)c3ccccc3C)ccc2OC[C@@H](C)NC[C@@H]1C	·	0	-10	-2	14[16.7 µM]	-6	-1	-1
COc1ccc(NC(=O)CC23CC4CC(CC(Br)(C4)C2)C3)c(OC)c1	-2	1	-8	4	·	·	-3	-10

Next part; the last 3 above are carried over.
SMILES	PAX8 reporter	FN deposition inh	LGR2 antag	CASP6 VEID inh	miR-122 sensor	PGC1a acetyl inh	Cneo AK release	EWS-Fli block
Cc1cc2cc(CN(CC3CCCO3)C(=S)Nc3ccccc3)c(=O)[nH]c2cc1C (stereo unspecified)	7	13	-14	-1	·	·	·	31
CO[C@@H]1CN(C)C(=O)c2cc(NS(=O)(=O)c3ccccc3C)ccc2OC[C@@H](C)NC[C@@H]1C	·	0	-10	-2	14[16.7 µM]	-6	-1	-1
COc1ccc(NC(=O)CC23CC4CC(CC(Br)(C4)C2)C3)c(OC)c1	-2	1	-8	4	·	·	-3	-10
CCC(=O)N1CC(=O)N2[C@H](C1)[C@H](c1ccc(C#CCC(C)C)cc1)[C@@H]2CO	12	2	-12	-1	·	1	·	1
CCOc1ccc(NS(=O)(=O)c2c(C)nc3sc(CC)nn3c2=O)cc1	-13	5	7	1	-4	-5	-1	-5
O=c1cc(C(F)(F)C(F)F)oc2ccccc12	·	·	0	-3	-6	-2	0	-7
CNC[C@H]1OCCCC[C@H](C)Oc2ccc(NS(C)(=O)=O)cc2C(=O)N([C@H](C)CO)C[C@@H]1C	-11	·	4	0	-6[16.7 µM]	0	47	-10
Oc1ccccc1/C=C/c1noc(-c2ccccc2O)n1	-63	3	-101	-2	·	·	·	-6
CC1=Nc2cc(C(=O)O)ccc2Sc2ccc(Br)cc21	15	2	-5	17	-3	-1	-4	0
N#Cc1ccccc1S(=O)(=O)c1ccccc1C(=O)Nc1ccccc1	10	1	·	-1	-16	·	-5	1
O=C(Nc1ccc2c(c1)OCO2)N[C@H]1C=C[C@H](CC(=O)N2CCN(c3ccccc3)CC2)O[C@H]1CO	5	-2	2	0	-11[16.7 µM]	2	2	2
CC(C)c1nnc(NC(=O)C2CCN(C(=O)Nc3ccc(Cl)cc3)CC2)s1	2	-2	-2	-2	-4	8	0	-28

Source: PubChem
